# High-throughput results: PubChem BioAssay, several laboratories
# TLR4 MyD88 comp = TLR4-MyD88 interaction inhibition in cells; O00206+Q99836; AID 861; HeLa CL3-4 TLR4/MyD88 BLA complementation, FRET ratio; hit rate 0.18% among 200,000; inhibition, % at 8.4 µM; in the data active = inhibition above about 25%;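 note: 0% = vehicle and 100% = reference inhibitor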
# PMI act = activators of human phosphomannose isomerase; P34949; purified human PMI, coupled resazurin fluorescence, 20 min; hits give high values; 1 = vehicle control, 0 substrate-free wells; activation factor at 20 µM; hit rate 0.005% among 190,000; AID 1214;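 active = activation factor of 2 or more at 20 µM, relative to plate controls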
# Target sequence (P34949 whole entry, looked up): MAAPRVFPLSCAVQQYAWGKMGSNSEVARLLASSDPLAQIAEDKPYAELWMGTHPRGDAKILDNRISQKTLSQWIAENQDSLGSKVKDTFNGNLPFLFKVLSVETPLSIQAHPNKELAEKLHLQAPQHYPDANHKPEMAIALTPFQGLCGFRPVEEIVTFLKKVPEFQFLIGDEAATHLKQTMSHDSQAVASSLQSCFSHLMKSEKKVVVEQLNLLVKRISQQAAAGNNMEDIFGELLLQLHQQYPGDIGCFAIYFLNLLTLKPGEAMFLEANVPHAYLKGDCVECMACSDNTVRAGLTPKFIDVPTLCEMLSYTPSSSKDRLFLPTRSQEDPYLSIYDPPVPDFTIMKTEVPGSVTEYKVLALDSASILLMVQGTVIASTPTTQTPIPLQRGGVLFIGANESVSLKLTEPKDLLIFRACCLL
# RAM network inh = yeast RAM network inhibition; inhibition, % at 50 µM; hit rate 1.8% among 190,000; S. cerevisiae dse1pr::URA3 reporter, 5-FOA growth OD615, 2 d; analog-sensitive cbk1-as2 kinase mutant strain; AID 868;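 active = inhibition above a set limit, 3 SD over mean compound inhibition, cut at about 8.4% in these data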;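 note: 0% = DMSO-only wells with no growth and 100% = 10 µM 1-NA-PP1 full growth; inhibition rescues growth on 5-FOA so higher OD means more RAM inhibition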
# L major viab = inhibitors of Leishmania major promastigote growth; Leishmania major promastigotes, resazurin fluorescence viability; inhibition, % at 10 µM; hit rate 9% among 200,000;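 note: promastigotes grown with compound for 44 hours at 28 °C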
# Diaph act CS = diaphorase activation or chemical reduction counter-screen; AID 1229; hit rate 0.005% among 190,000; activation factor at 20 µM; Diaphorase/resazurin coupled assay, resorufin fluorescence, 16 min; hits give high values; 1 = vehicle wells, 0 = NADH-free wells;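 active = diaphorase activity raised at least twofold by the compound at 20 µM; inactive = activation factor below 2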
#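 Test system: Clostridium kluyveri diaphorase, purified enzyme. Buffer or medium: 50 mM HEPES pH 7.4 buffer plus MgCl2 and Tween 20. Also added: 0.114 mM NADH and 0.1 mM resazurin, final amounts. Dosing: compound 20 µM once, DMSO 1%. Schedule: 16 min enzyme reaction, ambient temperature. Detection: fluorescence of resorufin, 544 nm excitation, 590 nm emission.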
# G6PDH counter = counter-screen for G6PDH assay hits: L. mesenteroides G6PDH inhibition; Purified L. mesenteroides G6PDH, diaphorase/resazurin coupled fluorescence, 45 min; inhibition, % at 5 µM; hit rate 0.12% among 200,000
# S1P3 antag = S1P3 (human) receptor antagonism. Q99500. inhibition, % at 4.98 µM. CHO S1P3 NFAT-BLA reporter, FRET fluorescence, antagonist mode. hit rate 0.27% among 170,000;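 active = inhibition above the plate cutoff, the mean inhibition of test wells on that plate plus 3 SD, cut at about 28% in these data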;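 note: cells challenged with S1P at its EC80 of 0.8 µM; blue over green emission ratio from cleaved BLA substrate after 4 h stimulation; 0% = S1P-stimulated wells and 100% = unstimulated DMSO-only wells; some compounds past the cut are filed as inactive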
# Target sequence (Q99500 whole entry, looked up): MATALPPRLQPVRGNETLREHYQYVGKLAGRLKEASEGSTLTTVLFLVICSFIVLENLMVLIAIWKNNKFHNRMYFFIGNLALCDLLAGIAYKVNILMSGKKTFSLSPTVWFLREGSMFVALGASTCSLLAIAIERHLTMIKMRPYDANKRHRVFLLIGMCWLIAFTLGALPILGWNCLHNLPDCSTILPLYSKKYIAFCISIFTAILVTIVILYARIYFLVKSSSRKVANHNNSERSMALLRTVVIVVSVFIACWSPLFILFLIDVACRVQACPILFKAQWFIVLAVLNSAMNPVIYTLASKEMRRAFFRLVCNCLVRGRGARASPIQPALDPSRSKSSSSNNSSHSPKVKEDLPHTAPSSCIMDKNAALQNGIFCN
# PMI act hi M6P = PMI (human) activation, high substrate. AID 1216. coupled PMI enzyme assay, resazurin fluorescence, 20 min; hits give high values; 1 = untreated enzyme, 0 = substrate-free blank. P34949. hit rate 0.34% among 190,000. activation factor at 20 µM;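 active = activation factor of 2 or more at 20 µM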
#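 Material: human phosphomannose isomerase with PGI, G6PDH, diaphorase coupling enzymes; amount: PMI at 15 ng/mL final; also added: Mannose-6-phosphate 1.0 mM (near-saturating) plus 0.22 mM NADP+; incubation: enzyme reaction with compound 20 min at room temperature; signal: resorufin fluorescence (Ex 544/Em 590 nm) from resazurin via diaphorase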
# Diaphorase inh = counter-screen for diaphorase-based assays: diaphorase inhibitors and chemical oxidizers; diaphorase resazurin-to-resorufin fluorescence, NADH, 16 min; bacterial (C. kluyveri) enzyme, not human; inhibition, % at 20 µM; hit rate 0.69% among 190,000; AID 1217;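 active = primary screen inhibition at 20 µM above a set limit, cut at about 50% in these data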;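 note: plate controls were DMSO with full reaction for no effect and wells lacking NADH for full effect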
#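 Benchmarks: positive control wells lacking NADH, neutral wells with DMSO only. System: bacterial diaphorase enzyme (C. kluyveri). Input: 0.14 U/mL diaphorase, enzyme working solution. Detection: resorufin fluorescence, excitation 544 nm, emission 590 nm. Times: 16-min room-temperature incubation before reading.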
# Redox H2O2 prof = compounds producing H2O2 with reducing agent – biochemical, NIH compound library profiling, artefact control for MLSCN library redox annotation, primary screen. activation, % at 10 µM. DTT-dependent redox cycling H2O2, phenol red/HRP absorbance; 100% = 100 µM peroxide control, 0% = buffer. hit rate 0.03% among 200,000;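 active = activation of at least 50% relative to the plate's high and low controls in the primary single-dose screen; inactive = activation below 50%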;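 note: compound incubated with DTT at 0.8 mM final as the reducing agent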
# Hsp70 act = switches on Hsp70 transcription; AID 1203; activation, % at 10 µM; HeLa Hsp70 promoter luciferase reporter, luminescence; scaled: vehicle 0, proteasome-inhibitor control 100%; hit rate 0.04% among 200,000;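 active = activation above the mean across all tested compounds plus 3 SD, cutoff set per campaign, cut at about 5.5% in these data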;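 note: 100% = MG132 at 30 µM as the positive control and 0% = DMSO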
# Active calls of the source: *; . = not tested or not shown. Cut-off read from the data, not from the text of the source, unless noted: active = inhibition above about 50%; inactive = the rest.
# Sample of the layout (3 entries):
SMILES,TLR4 MyD88 comp,PMI act,RAM network inh,L major viab,Diaph act CS,G6PDH counter,S1P3 antag,PMI act hi M6P,Diaphorase inh,Redox H2O2 prof,Hsp70 act
COc1cccc(CNC(=O)CSc2ccc(-c3cccs3)nn2)c1,-8,1.1,3.6,35,1,-2,6,1.1,2,0.6,-0.1
O=[N+]([O-])c1ccccc1/C=C/C=N/n1c(-c2ccccc2)n[nH]c1=S,-6,1.1,1.8,-5,0.3,1,-10,1.1,68*,-0.5,-0.3
C=CCn1c(N)c(C(=O)Nc2ccccc2)c2nc3ccccc3nc21,-13,0.8,1.7,12,0.7,-36,.,0.9,25,0.3,0.1

# This part in full (from the top)
SMILES,TLR4 MyD88 comp,PMI act,RAM network inh,L major viab,Diaph act CS,G6PDH counter,S1P3 antag,PMI act hi M6P,Diaphorase inh,Redox H2O2 prof,Hsp70 act
COc1cccc(CNC(=O)CSc2ccc(-c3cccs3)nn2)c1,-8,1.1,3.6,35,1,-2,6,1.1,2,0.6,-0.1
O=[N+]([O-])c1ccccc1/C=C/C=N/n1c(-c2ccccc2)n[nH]c1=S,-6,1.1,1.8,-5,0.3,1,-10,1.1,68*,-0.5,-0.3
C=CCn1c(N)c(C(=O)Nc2ccccc2)c2nc3ccccc3nc21,-13,0.8,1.7,12,0.7,-36,.,0.9,25,0.3,0.1
CCCCC(=O)Nc1cc(OC)c(NC(=O)C2CCCCC2)cc1OC,-7,0.9,2.7,2,0.9,-2,.,1,10,-13,-0.3
Cc1cc(N)ccc1N=Nc1c(C)n(C)n(-c2ccccc2)c1=O,-2,0.9,4.0,48,0.9,16,3,0.9,10,-0.3,-0.2
COc1ccc(C(=O)NNC2=NC(C)(C)Cc3cc(C)c(C)cc32)cc1,4,1,-0.9,5,1,-12,.,1,-1,0.9,-0.5
Cc1[nH][nH]c(=O)c1N=Nc1ccc(Cl)cc1,3,0.9,1.2,-2,0.8,12,-8,0.8,20,-0.7,-0.3
O=C(NCc1ccco1)C(=O)NCC1OCCCN1S(=O)(=O)c1ccc(Cl)cc1 (stereo unspecified),9,0.9,1.5,-3,0.7,-2,-20,0.9,25,-0.4,-0.1
COc1ccc(CCNC(=O)c2c(N)no[n+]2[O-])cc1OC,-13,0.9,0.9,-8,0.9,0,-10,0.8,9,-0.1,-0.3
Cc1ccc2occ(/C=N/O)c(=O)c2c1,0,1,-1.5,-5,0.9,0,.,1,14,-3.2,0.0
COc1ccc(/C=C(/NC(=O)c2ccccc2Cl)C(=O)O)cc1,-8,1,1.4,-8,1,2,-3,1.1,-2,-0.1,-0.3
Cc1ccc(C)c(CSc2nnc(CCN)o2)c1,10,0.9,-0.9,10,1,-14,-14,0.9,4,2.8,-0.1
c1ccc(COc2ccc(CN3CCN(c4ccccn4)CC3)cc2)cc1,-3,1,-0.1,95*,0.9,4,.,1,10,-13,0.1
O=C(NCCCN1CCOCC1)c1cc(-c2ccc3c(c2)OCO3)nc2ccccc12,3,0.9,0.7,-2,0.8,-1,6,0.9,16,-3.2,-0.2
CCC(=O)Nc1nnc(Cc2ccccc2)s1,-1,0.9,-0.3,-5,1,20,-23,1,1,1.9,0.0
COc1ccc(Cc2nnc(NC(=O)c3cccs3)s2)cc1OC,-1,1.1,3.9,-5,0.9,1,-10,1,7,-0.3,-0.1
COc1ccccc1NS(=O)(=O)c1cc(C(=O)NCc2ccco2)ccc1C,-4,0.9,2.1,3,0.9,0,.,1,7,0.1,0.0
CCOC(=O)C1CCN(C(=O)CN(c2ccc(OC)cc2)S(=O)(=O)c2c(C)nn(C)c2C)CC1,-13,1,2.5,-1,0.9,12,-12,1.1,13,-2.9,-0.2
CC1CCCCN1C(=O)c1cc(F)c(F)cc1Cl (stereo unspecified),1,0.8,0.7,0,0.8,10,18,0.8,17,2.5,0.1
CC1=C(C(=O)OC(C)(C)C)C(c2cccs2)NC(=O)N1 (stereo unspecified),-9,0.9,1.8,69*,1,11,5,1,4,-0.2,-0.3
CCCc1cc(=O)[nH]c(SCC(=O)N(C)Cc2ccccc2)n1,0,0.9,0.5,-5,0.9,-7,27,0.9,14,2.5,-0.3
CN(C)S(=O)(=O)Oc1ccccc1C(=O)Nc1ccc(F)cc1,10,1.1,1.1,4,1,3,-1,1.1,2,-0.6,0.0
O=C1NCC(COc2cccc3ccccc23)O1 (stereo unspecified),0,1,-0.9,-3,1,-2,-13,1.1,4,-0.6,-0.1
CCn1c(COc2ccccc2C)nnc1SCC(=O)Nc1ccc2c(c1)OCCO2,0,1,0.9,-4,0.9,-3,-27,1,9,0.9,0.1
COc1ccc(CC(=O)OCC(=O)NC(=O)NC(C)C)cc1,-9,0.9,-0.4,-1,0.9,-1,.,0.9,14,-0.2,-0.5
Cc1cc2ccccc2nc1SCC(=O)Nc1nc(-c2ccccc2)cs1,-10,0.8,2.3,-4,0.9,8,.,0.9,11,-4.7,0.0
O=C(CC(SCCO)c1ccc2c(c1)OCO2)c1ccco1 (stereo unspecified),-1,0.9,-0.6,56*,0.9,-6,4,0.9,14,-2.7,0.1
O=C(Nc1ccccc1)C1=C[C@@H](c2coc3ccccc3c2=O)C[C@@H](OCCCCO)O1,2,1,-0.8,10,0.8,6,-14,0.9,20,-1.0,0.0
O=S(=O)(c1ccc(N2CCOCC2)nc1)N1CCOCC1,-12,0.9,-0.7,-5,1,15,.,1,0,0.9,-0.2
CCOC(=O)CNC(=O)c1cn(C)c(=O)c2cc(OC)c(OC)cc12,0,1,1.2,0,0.9,14,.,1,8,-3.4,0.4
COc1ccc2c(c1)OC(O)(C(F)(F)C(F)F)CC2=O (stereo unspecified),-1,0.8,0.8,-1,0.9,19,-20,0.8,13,0.2,0.0
Cc1ccc(CSc2nnc3c(n2)OC2(Nc4ccccc4-3)C(=O)Nc3ccc(F)cc32)cc1 (stereo unspecified),-3,0.7,1.1,4,0.8,8,.,0.7,21,-8.1,-0.3
Cn1c(=O)c2ncn(CC(=O)NCCOc3ccccc3)c2n(C)c1=O,-4,1,1.3,-1,1.1,2,-19,1,-11,0.1,-0.1
COC(=O)c1ccc(NC(=O)CSc2nnc(-c3ccncc3)n2N)cc1,-5,1,1.6,48,1.2,3,.,1.1,-22,-0.1,-0.5
CCOc1ccccc1NC(=O)CCCc1nc2ccccc2c(=O)[nH]1,-1,0.9,2.4,10,0.9,-3,2,1,7,1.5,0.0
CC(C)CNC(=O)COc1ncnc2sccc12,-12,1,0.9,-5,1,1,2,0.9,5,0.4,0.0
CCn1c(C)nc2cc(C(=O)N/N=C/c3ccc(O)c(O)c3O)ccc21,-9,0.2,1.1,-11,0.2,23,-13,0.2,75*,-0.1,-0.2
O=C(NCC(=O)N(c1ccc2c(c1)OCCO2)C(C(=O)NC1CCCC1)c1ccco1)c1ccco1 (stereo unspecified),2,1.1,5.5,-7,1,1,6,1,-2,0.4,-0.1
CN(CC(=O)OCC(=O)NCc1ccccc1)S(=O)(=O)c1ccc(Cl)cc1,-7,1,7.1,-3,0.9,5,-22,1,12,0.0,-0.4
Cc1cc(C)nc(NC(=S)Nc2ccccc2)n1,20,0.9,3.2,-5,0.9,11,18,0.9,9,-0.2,0.6
S=C(Nc1cccnc1)NC1CCCCCCC1,8,0.9,1.9,5,0.9,-14,-2,1,14,0.1,-0.6
Cc1ccc(NC(=O)Nc2ccc3c(c2)nc(C)n3C)cc1C,0,1,-1.0,1,1.1,6,0,1,-8,0.8,0.5
COC(=O)COc1ccc(S(=O)(=O)NCCC2=CCCCC2)cc1,7,0.9,0.2,-4,0.8,0,-15,0.9,18,0.4,-0.5
Cc1c(Cc2ccccc2)sc(NC(=O)/C=C/c2cccc3ccccc23)c1C(N)=O,-1,1,9.8*,-4,0.9,-13,-10,1,9,5.2,-0.4
O=C(Nc1ccc(S(=O)(=O)N2CCCC2)cc1)c1ccc(CN2CCOCC2)cc1,15,0.9,-0.9,7,1,4,-34,1,-2,-1.6,-0.2

# A few values from the list:
# Reading for `COC(=O)COc1ccc(S(=O)(=O)NCCC2=CCCCC2)cc1` in Diaphorase inh: 18
# Reading for `Cc1ccc(NC(=O)Nc2ccc3c(c2)nc(C)n3C)cc1C` in RAM network inh: -1.0
# Reading for `S=C(Nc1cccnc1)NC1CCCCCCC1` in Redox H2O2 prof: 0.1
